# Screening results: PubChem, several laboratories
# Yeast life ext: yeast lifespan extension | S. cerevisiae growth with nicotinamide, OD615; deaD strain in restrictive glucose medium | inhibition of the nicotinamide effect, % at 10 µM | 0.68% of 130,000 active | AID 775;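 active = inhibition above a set limit, placed 3 SD over the median of all compounds, cut at about 26% in these data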;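 note: 0% = nicotinamide-treated wells and 100% = cells grown without nicotinamide; some compounds called inactive have numbers as strong as hits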
#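 Assay system: engineered S. cerevisiae DeaD replicative-lifespan strain, galactose-grown log-phase cells; medium: restrictive CSMM-D dextrose medium; also added: nicotinamide, 1.5 mM, co-present with compound; schedule: 48 h compound exposure at 30 °C, humidified; detection: absorbance at 615 nm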
# NPY Y2 blocker: blocks the human neuropeptide Y Y2 receptor; NPY-Y2 expressing cells, antagonist mode; inhibition, % at 2.7 µM; 0.99% of 140,000 active; P49146; in the data active = inhibition above about 17%;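 note: 0% = vehicle with agonist challenge and 100% = reference antagonist with challenge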
# Target sequence (P49146 whole entry, looked up): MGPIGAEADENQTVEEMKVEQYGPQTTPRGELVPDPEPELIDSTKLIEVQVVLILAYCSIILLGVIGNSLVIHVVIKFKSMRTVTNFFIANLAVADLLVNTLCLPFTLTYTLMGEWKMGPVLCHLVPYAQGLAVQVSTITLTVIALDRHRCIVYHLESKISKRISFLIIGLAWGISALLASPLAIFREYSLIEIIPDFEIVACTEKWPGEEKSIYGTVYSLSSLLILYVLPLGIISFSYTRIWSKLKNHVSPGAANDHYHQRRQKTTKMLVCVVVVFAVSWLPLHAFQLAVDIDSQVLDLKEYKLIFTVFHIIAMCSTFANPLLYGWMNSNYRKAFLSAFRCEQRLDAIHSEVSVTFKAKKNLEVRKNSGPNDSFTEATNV
# HCT116 PTEN-null: growth suppressors of cells with PTEN tumor suppressor deletion; HCT116 PTEN-null viability, CellTiter-Glo, 60 h; hits give low values; viability, % at 10 µM; 1.2% of 140,000 active;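 active = viability at or below a set limit, 4 SD under the median of all tested compounds, cut at about 3.7% in these data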;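 note: PTEN knockout HCT116 line with beta catenin targeted HCT116 as companion control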
# E-sel TNF inh: TNF alpha driven E-selectin expression inhibition; 0.71% of 120,000 active; inhibition, % at 2 µM; HUVEC TNFa-induced E-selectin immunofluorescence, high content;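 active = inhibition above the batch mean plus 3 SD, and confirmed as a hit on visual image review, cut at about 43% in these data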;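 note: 0% = TNF-stimulated DMSO wells and 100% = unstimulated control wells; not every result past the cut was called active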
# Measles CPE: protection of cells from measles virus. Measles virus-infected cells, CPE protection, absorbance. 1.5% of 140,000 active. protection (pct of control), % at 4 µM; in the data active = protection mostly above about 24%, no sharp cut-off; inactive = mostly below about 26%; note: some compounds called inactive have numbers as strong as hits
# GALR2 blocker: GALR2 (human) receptor antagonism | AID 828 | inhibition, % at 4 µM | 0.39% of 140,000 active | O43603 | GALR2-expressing cells, antagonist mode; in the data active = inhibition above about 27%;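 note: cells stimulated with galanin 1-16 at roughly its EC80; 0% = agonist challenge control and 100% = basal control without agonist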
# Target sequence (O43603 whole entry, looked up): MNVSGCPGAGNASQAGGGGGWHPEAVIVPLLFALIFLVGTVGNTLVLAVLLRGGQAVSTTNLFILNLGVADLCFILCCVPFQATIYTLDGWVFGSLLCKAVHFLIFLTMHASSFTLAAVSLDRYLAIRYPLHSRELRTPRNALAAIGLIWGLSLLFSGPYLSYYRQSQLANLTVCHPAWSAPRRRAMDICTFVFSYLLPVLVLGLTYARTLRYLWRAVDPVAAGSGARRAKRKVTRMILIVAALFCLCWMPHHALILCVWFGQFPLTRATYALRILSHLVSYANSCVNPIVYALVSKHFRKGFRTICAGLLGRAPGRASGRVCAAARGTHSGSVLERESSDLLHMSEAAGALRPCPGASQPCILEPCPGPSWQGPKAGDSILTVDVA
# MRP1 act: activators of MRP-1; H69AR cells + doxorubicin, viability rescue, CellTiter-Glo; 0.61% of 140,000 active; viability increase, % at 10 µM;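 active = viability gain under doxorubicin at or above a set limit, the compound median plus 3 SD, cut at about 4.7% in these data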;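 note: MRP-1 overexpressing cells given doxorubicin 25 µM after compound pretreatment; 18-22 h compound pretreatment then 72 h with doxorubicin before readout; 0% = doxorubicin-only wells and 100% = vehicle-treated cells without doxorubicin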
# Yeast growth inh: reduces growth of yeast BB579 in restrictive medium. inhibition, % at 10 µM. S. cerevisiae BB579 growth, OD615, 48 h. AID 804. 0.51% of 140,000 active;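 active = inhibition above a set limit, 3 SD over the mean compound inhibition, cut at about 44% in these data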; note: inactives centre near -24
#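 Test system: Saccharomyces cerevisiae DeaD strain BB579, replicative lifespan model yeast | Buffer or medium: Restrictive CSMM-D medium | Doses: One dose, 10 µM compound with 0.25% DMSO | Incubation: 48 h exposure, 30 °C | Detection: Culture absorbance at 615 nm | Control set: Amphotericin B at 10 µg/mL as positive control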
# Phagocyt inh: macrophage phagocytosis inhibition; J774A.1 macrophage IgG-bead phagocytosis, imaging; inhibition, % at 5 µM; 0.07% of 110,000 active; AID 1029;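 active = inhibition above the mean of the plate negative controls plus 5 SD, cut at about 13% in these data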;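 note: phagocytic index as fraction of beads internalized from green versus red external bead signal; plate controls were DMSO negative control for no effect and cytochalasin-D positive control for full effect; some results beyond the cut were filed as inactive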
# bCat KO growth: beta-catenin-lacking colon tumor cell growth suppression; HCT116 beta-catenin knockout viability, CellTiter-Glo, 60 h; hits give low values; viability, % at 10 µM; 1.5% of 140,000 active;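 active = viability at or under a set limit, the compound median less 4 SD, cut at about 6% in these data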;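 note: 0% = Hyamine 1622 control at 20 µM and 100% = untreated cell control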
# Active calls of the source: *; x = no result given.
SMILES,Yeast life ext,NPY Y2 blocker,HCT116 PTEN-null,E-sel TNF inh,Measles CPE,GALR2 blocker,MRP1 act,Yeast growth inh,Phagocyt inh,bCat KO growth
CCS(=O)(=O)N1Cc2ccccc2CC1C(=O)Nc1nccs1 (centres undefined),2,0,94,x,9,-11,-0.9,-8,-6,87
C=CCNc1nnc(Cl)c2ccccc12,-14,3,92,-48,5,-7,-0.9,-27,0,96
CCOC(=O)c1c(C)[nH]c(C)c1C(=O)COC(=O)CCOc1ccccc1OC,-4,2,95,8,4,9,-3.0,-6,0,96
Cn1c(NC(=O)CCc2ccccc2)cc(=O)n(C)c1=O,3,-1,97,4,9,5,-2.1,-8,-1,96
COc1cc(/C=N/NC(=O)c2cc(-c3ccccc3OC(C)C)nc3ccccc23)ccc1O,-3,1,63,x,2,-3,-0.9,-22,1,65
CCc1ccc2nc3sc(C(=O)N4CCc5ccccc54)c(N)c3cc2c1,-3,4,59,11,18,8,-3.4,-6,x,65
COC(=O)c1c(NC(=O)C2CC=CCC2C(=O)O)sc(C(N)=O)c1C (centres undefined),-15,1,84,-5,2,-7,1.3,18,2,110
Cc1nn(C(C)CC(=O)O)c(C)c1C (centres undefined),-4,1,63,4,7,4,-0.5,-16,-1,110
Cc1cn(Cc2ccccc2)c(=O)[nH]c1=O,-9,-1,105,-7,12,-5,0.8,-1,x,98
Cc1cc(-c2csc(NC(=O)c3ccc(=O)n(C)n3)n2)c(C)n1CC1CCCO1 (centres undefined),-2,-1,98,x,6,-10,-0.3,-29,0,100
COC(=O)Cc1ccc(NC(=S)NCc2ccc(F)cc2)cc1,0,-1,87,-22,5,-14,-1.1,-14,-2,83
CCCc1cc(C(=O)N2CCN(C(c3ccccc3)c3ccccc3)CC2)no1,-2,9,78,-28,1,1,3.9,-19,0,91
Nc1ccc(Cl)c(-c2nc3ncccc3o2)c1,-35,-1,90,x,3,12,1.7,-2,-2,96
O=C(CCN1C(=O)COc2ccccc21)NCCN1CCN(c2cccc(Cl)c2)CC1,-1,0,94,6,15,-21,-0.4,-62,0,96
Cc1nn(-c2ccccc2)c(Cl)c1/C=N\NC(=O)c1cncc(Br)c1,-1,5,99,-18,4,0,-0.6,-47,-7,104
N#CCCN(Cc1cccnc1)C(=O)c1ccc(S(=O)(=O)N2CCOCC2)cc1,-12,0,101,x,4,5,-2.8,-33,1,105
O=c1c2cc(N3CCOCC3)ccc2[nH]c(=S)n1Cc1ccco1,-9,x,65,x,2,x,-3.1,-21,1,42
O=C(CSc1ccc2ccccc2n1)NCCC1=CCCCC1,5,6,96,9,5,-1,-0.3,-17,-10,87
O=C(CSc1nnc(-c2ccco2)n1-c1ccccc1)N1CCN(C(=O)c2ccco2)CC1,-3,1,107,0,4,-2,-0.8,-14,x,102
CCn1ccc(C(=O)Oc2ccc(C(C)C)cc2)n1,-11,3,92,7,24,-18,1.9,-34,0,97
CCc1c(C)nc(N)n2c(SCC(=O)N3CCCC(C)C3)nnc12 (centres undefined),-5,1,100,x,1,4,-1.4,-51,-1,96
COC(=O)c1[nH]c(C)c(/C(O)=C2\C(=O)C(=O)N(CCN(C)C)C2c2cccs2)c1C (centres undefined),-5,2,103,-10,5,2,-3.3,-26,x,98
Cc1noc(C)c1S(=O)(=O)Nc1ccc(C(=O)O)cc1,-1,-1,96,-4,5,-3,-0.7,-27,-2,98
Cc1ccc(Nc2cc(C)nn2-c2nc(C)cc(=O)[nH]2)cc1,-27,5,1.5*,42,3,-6,-7.2,100*,x,2.0*
COc1ccc(C2C(C(=O)N3CCCCC3)c3ccccc3C(=O)N2C)cc1 (centres undefined),1,4,93,x,27,-6,-4.5,-14,-1,84
CCOC(=O)CNC(=O)CSc1nc(Cc2cccs2)nc2ccccc12,-2,1,99,-1,20,4,-1.0,-74,x,91
COC(=O)c1[nH]c2ccc(C)cc2c1NC(=O)C1=COCCO1,-15,1,96,12,28,17,1.1,-12,0,98
O=C(Nc1cccs1)Nc1c(F)cc(F)cc1Br,3,1,90,-2,16,6,-0.5,-3,-6,90
CCN1C(=O)c2ccccc2Sc2ccc(C(=O)NCCN3CCOCC3)cc21,-3,1,100,-4,15,-14,-2.4,-1,x,100
N#CC(=C1CCCC1)c1nc(-c2ccccc2)cs1,-17,0,87,7,6,12,-0.1,-9,x,94
Cc1ccc(-n2ncc(C(=O)N3CCc4ccccc4C3)c2NC(=O)c2ccco2)cc1C,x,10,93,-11,9,6,-1.4,-24,x,85
CCOc1ccc(C(=O)NC(=S)Nc2ccc(NC(=O)CC)cc2)cc1[N+](=O)[O-],1,1,93,x,6,0,3.1,-14,-3,91
CC1CC(C)CN(CC(C)(C)NS(=O)(=O)c2ccccc2)C1 (centres undefined),-14,1,75,-28,3,-8,-1.7,-29,0,87
CCOc1ccc(N2CC(C(=O)NCCN3C(=O)S/C(=C\c4ccc(OC)cc4)C3=O)CC2=O)cc1 (centres undefined),-2,0,87,-3,4,2,-0.7,-34,-7,86
O=C1C2CCCN2C(c2ccccc2)N1c1cccc(Cl)c1 (centres undefined),-10,0,102,5,7,-2,-0.2,-28,0,105
CCc1cccc(C)c1N(C(=O)Cn1c(=O)[nH]c2ccccc21)C(C)COC (centres undefined),-2,2,92,-29,15,8,-2.5,-42,2,92
O=C(CN1CCN(CCOCCO)CC1)N1c2ccccc2Sc2ccc(Cl)cc21,-5,1,89,11,9,13,-3.9,-6,x,93
CCCCN(CC)CCCNC(=O)Cn1nc(Cc2cccnc2)c2ccccc2c1=O,-1,2,104,-5,12,3,-1.5,-33,-1,88
COc1ccc(Cl)cc1C(=O)O/N=C(\N)c1ccc(Cl)cc1,-6,-1,69,2,8,5,-3.5,-31,-4,71
CCOC(=O)c1ccc(NC(=S)NC2CC(C)(C)NC(C)(C)C2)cc1,-17,-2,85,x,7,-10,-5.7,5,x,71
O=C(CN1CCN(c2ccc(Cl)cc2)CC1)Nc1ccc(F)cc1,-13,8,82,-31,3,-5,-0.3,-53,-1,85
CC1CC(C)CN(CCCNC(=O)C2CCN(S(=O)(=O)N3CCCCC3)CC2)C1 (centres undefined),-20,2,108,x,5,-9,-2.5,-44,x,98
Cc1ccc(C(=O)/C=C/c2ccc(Br)cc2)o1,-4,6,1.4*,48,10,11,-2.8,-45,x,2.2*
O=C(O/N=C1\CCCCC1c1ccc([N+](=O)[O-])cc1[N+](=O)[O-])c1c(F)cccc1F (centres undefined),6,3,96,-2,21,-1,-2.1,-2,x,98
O=C(NCc1ccco1)c1csc2c1CCCCC2,-15,1,71,-8,4,13,-2.3,-31,-5,86
Cc1ccc(CSCCNC(=O)c2ccccc2)cc1,-5,1,100,3,4,15,-0.1,-13,-3,90
C=CCn1c(SCC(=O)N2N=C(c3ccco3)CC2c2ccco2)nnc1-c1ccncc1 (centres undefined),2,2,85,x,10,-11,-1.1,0,-5,90
Cc1ccc2c(CC(=O)OC3CCOC3=O)coc2c1 (centres undefined),-19,0,98,-23,24,-7,-1.0,-29,-1,102
CC1CCCC(NC(=O)c2ccc(CNc3c(N4CCCC4)c(=O)c3=O)cc2)C1C (centres undefined),-6,2,94,-34,19,4,0.3,-6,0,81
Cc1ccccc1NC(=S)NC(NC(=O)c1ccccc1C)C(Cl)(Cl)Cl (centres undefined),-7,10,63,-6,4,-22,-4.7,-51,x,67
CC(C)C12CCC(C(=O)O)C(C1)C(=O)O2 (centres undefined),-9,1,95,9,3,6,-2.0,-34,x,104
COC(=O)c1ccccc1NC(=O)Cn1cnc2cc(C)c(C)cc21,-3,4,97,21,6,8,-0.6,-53,0,82
CC(Sc1nnc(N)s1)C(=O)Nc1ccc(N2CCOCC2)cc1 (centres undefined),-19,2,105,29,31,-6,-0.6,-32,-2,96
C=CCn1c(SCC(=O)NC23CC4CC(CC(C4)C2)C3)nc(O)cc1=O,2,6,93,-6,19,3,-1.4,-20,x,94
Cc1ccc(C2=[N+]([O-])C(C)N(O)C2(C)C)o1 (centres undefined),-8,1,90,10,10,-5,-0.7,6,0,92
Cc1cc(C)cc(NC(=O)CSc2nc3[nH]ncc3c(=O)[nH]2)c1,7,1,78,x,7,-5,-2.6,-34,-13,87
COc1cc(C(=O)NCc2ccco2)cc(OC)c1OC,-11,1,82,-2,9,-7,-0.7,-38,-2,70
COc1ccc(C2OC(=O)CC2C(=O)NC2CCCCCC2)cc1OC (centres undefined),-3,-1,99,x,29,-5,-2.4,-22,-1,93
CCCC1Cc2c(sc3nc(SC)nc(N)c23)CO1 (centres undefined),-9,1,99,x,3,0,-2.6,-20,0,96
CC(C)NC(=O)c1ccccc1N(Cc1ccccc1)S(C)(=O)=O,-2,-4,95,-25,6,-6,-2.4,-26,x,100
# Following part:
SMILES,Yeast life ext,NPY Y2 blocker,HCT116 PTEN-null,E-sel TNF inh,Measles CPE,GALR2 blocker,MRP1 act,Yeast growth inh,Phagocyt inh,bCat KO growth
O=C(Nc1nc(-c2cccs2)c(-c2cccs2)s1)C1CCCC1,-6,7,58,x,x,12,0.6,-40,-15,60
CCCOc1ccc(C(=O)NNC(=S)NC(C)=O)cc1,-17,1,11,-55,5,-3,-3.2,26,x,9
CSc1ccc(C#N)cc1NC(=O)c1ccc(Cl)cc1,-25,3,94,-13,5,-6,-4.4,11,0,100
COc1cc(/C=N/NC(=O)CC2(C)OCCCO2)ccc1OCc1ccccc1,-5,1,111,x,4,14,-0.8,-16,-10,100
COc1ccccc1NC(=O)c1nn(C)cc1Br,-24,8,92,-2,5,20,0.0,-42,3,91
CCn1c(-c2ccoc2C)n[nH]c1=S,-11,0,106,x,5,6,-0.8,-19,x,106
CC1(C)CC(=O)C(C=NCCc2ccc(S(N)(=O)=O)cc2)=C(O)C1,-8,3,99,-15,3,-20,-0.1,1,-2,101
CC1S/C(=C(\C#N)C(N)=O)N(c2ccc(F)cc2)C1=O (centres undefined),-4,2,99,28,14,5,-1.3,-41,0,99
CCOc1ncccc1C(=O)N(C)CC(=O)Nc1ccccc1SC,5,2,94,-17,8,-11,-1.4,-27,-4,98
Cc1ccc(SC(=O)COc2ccc(C)c(C)c2)cc1,-16,-1,68,-7,3,18,-1.0,-15,x,86
CC(=O)c1cc2c(cc1NC(=O)CCc1ccccc1)OCO2,-30,3,95,17,21,1,-4.5,-40,-2,91
CSc1ccc(/C=C(\C#N)C(=O)Nc2cccc(C)c2)cc1,-4,5,100,0,5,-1,-0.4,-2,0,100

# 4 compounds from above, sorted by their value in Yeast life ext, low to high.
SMILES	Yeast life ext
CC1(C)CC(=O)C(C=NCCc2ccc(S(N)(=O)=O)cc2)=C(O)C1	-8
O=C(Nc1nc(-c2cccs2)c(-c2cccs2)s1)C1CCCC1	-6
COc1cc(/C=N/NC(=O)CC2(C)OCCCO2)ccc1OCc1ccccc1	-5
CSc1ccc(/C=C(\C#N)C(=O)Nc2cccc(C)c2)cc1	-4
